M1 PAM parental: nonselective activator or artifact in parental CHO-K1 calcium assay; ATP EC20, Fluo-8 calcium fluorescence; 0% at ATP EC20, 100% at ATP max; activation, % at 3 µM; 360,000 compounds, 0.02% hits; AID 602247;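 active = activation above the run cutoff, the mean activation of all test compounds plus 3 SD, cut at about 40% in these data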;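 also: peak over basal fluorescence ratio in a 140 s read after ATP addition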
CHRM1 agonist: activates human CHRM1 receptor. P11229. CHO-K1 hM1, Fluo-8 calcium fluorescence, agonist mode; 0% DMSO, 100% acetylcholine EC100. 360,000 compounds, 0.33% hits. AID 588814. activation, % at 3 µM;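 active = activation above the run's mean compound activation plus 3 SD, cut at about 16% in these data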;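 also: peak over basal fluorescence ratio within a 140 s kinetic read after compound addition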
CHRM1 antagonist: blocks human M1 muscarinic receptor; CHO-K1 hM1, Fluo-8 calcium fluorescence, ACh EC80 antagonist; AID 588852; inhibition, % at 3 µM; 360,000 compounds, 1.3% hits;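 active = percent inhibition above its own plate's cutoff, namely the mean of that plate's compound wells plus 3 SD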;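 also: peak over basal fluorescence ratio during 140 s after agonist addition; 0% = ACh EC80 plus DMSO and 100% = DMSO alone without agonist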
CHO parental Ca: counter-screen for OX1R antagonists: effect in parental CHO cells. 330,000 compounds, 0.63% hits. inhibition, % at 5.6 µM. parental CHO-K1, ATP-induced calcium, Fluo-8 fluorescence;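 active = inhibition above that plate's mean sample inhibition plus 3 SD, cut at about 26% in these data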;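 also: 0% = ATP-challenged DMSO wells and 100% = DMSO wells without ATP; some compounds past the cut are filed as inactive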
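material = parental CHO cells | also added = ATP as calcium-mobilizing challenge | dosing = single point at 5.6 µM | detection = intracellular calcium via Fluo-8 no-wash fluorescent dye | read-out = % inhibition | benchmarks = low control ATP plus DMSO, high control DMSO only | repeats = one well per compound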
OXTR potentiate: potentiates the human oxytocin receptor response | P30559 | CHO-OTR cells, Fluo-8 calcium fluorescence, potentiator mode; 0% = oxytocin EC15, 100% = EC100 | activation, % at 3 µM | 320,000 compounds, 0.061% hits | AID 2445;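 active = activation above that plate's cutoff, the mean activation of tested compounds plus 3 SD, cut at about 6.6% in these data, passing the limit was not always enough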;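 also: 100% uses oxytocin at 75 nM as the full agonist control; some results filed as inactive read as strong as hits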
Target sequence (P30559 whole entry, looked up): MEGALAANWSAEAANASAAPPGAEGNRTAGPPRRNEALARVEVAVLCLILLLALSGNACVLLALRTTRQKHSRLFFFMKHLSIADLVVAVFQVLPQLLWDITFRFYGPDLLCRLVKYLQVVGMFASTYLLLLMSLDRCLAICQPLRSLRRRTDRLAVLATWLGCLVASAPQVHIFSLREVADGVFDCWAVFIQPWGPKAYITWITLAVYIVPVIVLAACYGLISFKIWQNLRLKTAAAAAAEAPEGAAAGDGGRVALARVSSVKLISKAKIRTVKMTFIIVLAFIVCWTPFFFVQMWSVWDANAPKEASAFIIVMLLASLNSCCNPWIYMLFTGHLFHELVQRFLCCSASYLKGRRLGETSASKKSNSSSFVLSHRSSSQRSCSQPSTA
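Measured by – Fluo-8 calcium dye fluorescence · Test system – human OTR in CHO cells · Dosing – one concentration, 3.0 µM compound · Controls – EC15 oxytocin alone as 0%, 75 nM oxytocin as 100% · Evaluation – normalized max/min fluorescence ratio, % activation · Timing – 6 min pre-incubation, 100 s read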
CHO-K1 Ca ag: M1 agonist counterscreen hit in parental CHO-K1 cells. AID 602248. 360,000 compounds, 0.48% hits. Fluo-8 calcium fluorescence; scaled to maximal ATP response, vehicle zero. activation, % at 3 µM; in the data active = activation above about 15%;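 also: untransfected CHO-K1 host cells lacking M1 receptor as counterscreen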
TAAR1 antag: antagonists of human TAAR1; inhibition, % at 3 µM; Q96RJ0; 360,000 compounds, 1.5% hits; AID 624466; CHO RD-HGA16 TAAR1, Fluo-8 calcium fluorescence, antagonist;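 active = inhibition above a per-plate cutoff, the mean inhibition of test compounds on that plate plus 3 SD, cut at about 49% in these data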;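 also: 0% = DMSO plus EC80 beta-PEA response and 100% = DMSO alone without agonist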
Target sequence (Q96RJ0 whole entry, looked up): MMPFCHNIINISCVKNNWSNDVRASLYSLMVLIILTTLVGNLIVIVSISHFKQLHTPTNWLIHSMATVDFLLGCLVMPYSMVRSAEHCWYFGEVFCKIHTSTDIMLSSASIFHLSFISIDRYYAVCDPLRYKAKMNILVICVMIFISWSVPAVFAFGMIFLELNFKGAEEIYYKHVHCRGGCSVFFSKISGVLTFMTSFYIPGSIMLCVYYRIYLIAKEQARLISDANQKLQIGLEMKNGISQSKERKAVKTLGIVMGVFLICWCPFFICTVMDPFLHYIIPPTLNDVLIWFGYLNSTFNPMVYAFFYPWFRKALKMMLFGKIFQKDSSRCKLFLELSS
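Assay system: CHO-derived RD-HGA16 cells stably expressing human TAAR1 plus Gα16. Timing: 140 s kinetic read after compound, 140 s after agonist. Technique: kinetic Fluo-8 calcium fluorescence measurement. Measure: % inhibition of agonist calcium response.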
CHO-K1 Ca antag: nonselective inhibitor or artifact in parental CHO-K1 cells; ATP-induced calcium, Fluo-8 fluorescence; inhibition, % at 3 µM; 360,000 compounds, 0.6% hits; AID 602250;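 active = inhibition above a per-plate cutoff, the plate's mean sample inhibition plus 3 SD, cut at about 24% in these data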;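 also: 0% = DMSO plus EC80 ATP and 100% = DMSO alone without ATP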
TAAR1 agonist: agonists of human TAAR1 | Q96RJ0 | CHO RD-HGA16 TAAR1, Fluo-8 calcium fluorescence; vehicle wells 0%, saturating PEA agonist 100% | 360,000 compounds, 0.99% hits | activation, % at 3 µM;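 active = activation above the mean activation of all test compounds in the run plus 3 SD, cut at about 38% in these data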
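Test system: RD-HGA16 (CHO) cells co-expressing Gα16 and hTAAR1 / Benchmarks: DMSO vehicle as 0%, PEA at EC100 as 100% / Repeats: no replicates (n 1) / Measure: % activation from peak over basal fluorescence ratio, DMSO-to-PEA scaled / Timing: 17-24 h plating, Fluo-8 75 min 37 °C, 30 min RT / Technique: kinetic Fluo-8 calcium fluorescence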
Starred values were filed as active, the others as inactive; nt = no result given.

Values run as follows: OXTR potentiate | CHRM1 agonist | TAAR1 antag | M1 PAM parental | CHRM1 antagonist | CHO-K1 Ca ag | TAAR1 agonist | CHO parental Ca | CHO-K1 Ca antag
1. COc1ccc(N(C(=O)c2ccco2)C(C(=O)NC2CCCC2)c2ccccc2)cc1 (stereo not drawn)
    -11 | -4 | -20 | -2 | -4 | 0.5 | 11 | -29 | -8
2. CCOc1ccccc1-c1nc(C(N)=O)c2[nH]c(=O)n(-c3ccc(F)cc3)c2n1
    -11 | 16 | -7 | -1 | -12 | -0.3 | 4 | -4 | -8
3. O=C(CNC(=O)c1cccs1)NCC(=O)OCc1ccc(Cl)cc1
    5 | -2 | 0 | 25 | -12 | 0.8 | 6 | -7 | -12
4. O=C(COC(=O)Cc1ccc(Cl)c(Cl)c1)Nc1ccc2[nH]c(=O)[nH]c2c1
    -6 | 0 | 6 | 7 | -7 | 0.3 | 0 | 4 | 0
5. Cc1ccc(NC(=O)c2cc3c(CO)cnc(C)c3oc2=Nc2cccc(C(N)=O)c2)cc1
    -10 | -2 | -22 | 3 | -2 | 0.3 | 2 | -17 | -11
6. CCC1=[N+](CC(=O)c2ccc(C)cc2)CCn2c(C)ccc21
    -8 | -13 | 2 | 11 | 7 | -0.7 | 3 | -13 | -7
7. CCCONC(=O)Nc1ccccc1[N+](=O)[O-]
    -9 | -10 | -2 | 26 | -7 | 0.1 | 0 | 0 | -9
8. Cc1ccc(C2=NC3(CCCCCC3)NC2=S)cc1
    3 | -7 | -1 | 15 | -7 | -0.1 | -1 | -16 | -9
9. C[C@H](CO)N1C[C@H](C)[C@@H](CN(C)Cc2ccc(C(=O)O)cc2)Oc2c(NC(=O)c3ccncc3)cccc2C1=O
    -5 | -3 | -5 | 9 | -24 | 1.1 | 6 | -1 | -15
10. CCCn1c(SCC(=O)Nc2c(CC)cccc2CC)nnc1C(C)C
    -11 | -2 | 6 | 11 | -11 | 0.0 | 7 | -7 | -7
11. CC(C)(C)c1ccc(OC(=O)CN2C(=O)C3C4CCC(C4)C3C2=O)cc1 (stereo not drawn)
    -4 | -3 | -9 | 20 | 4 | 2.3 | 8 | -18 | -8
12. COCCCNc1nc2c(c(=O)n(Cc3ccc(OC)cc3)c(=O)n2C)n1C
    -19 | -3 | -14 | 0 | -13 | 3.0 | 6 | -2 | -4
13. COc1ccccc1N(CC(=O)NCC1CCCO1)C(=O)Cn1nnc(-c2cccs2)n1 (stereo not drawn)
    -26 | -7 | 3 | 20 | -3 | 1.8 | 2 | -17 | -8
14. COc1ccc(-c2cc3c(=O)n(CC(=O)N4CCN(C)CC4)ncn3n2)cc1
    -5 | -1 | -9 | 13 | 6 | 0.2 | 1 | 2 | -8
15. Cc1nc(N2CCOCC2)c2c(C)c(C(=O)Nc3ccccc3Cl)sc2n1
    -8 | -2 | -13 | 22 | -9 | 1.2 | 1 | -14 | -14
16. O=C(CC1C(=O)NCCN1Cc1cccc(F)c1)NCCCOc1cccnc1 (stereo not drawn)
    -13 | -3 | -19 | 6 | -4 | 1.1 | 3 | -6 | -12
17. CC(=O)c1ccc(OCCCC(=O)OCC(=O)Nc2ccc3[nH]c(=O)[nH]c3c2)cc1
    -10 | -5 | 18 | 4 | 12 | 2.5 | 0 | -4 | -7
18. Cc1onc(-c2ccccc2Cl)c1C(=O)NC(C)c1ccccc1 (stereo not drawn)
    10 | -4 | -2 | 18 | -12 | 0.6 | 1 | -13 | -16
19. O=C1C(Cc2ccc(Br)cc2)SC(=Nc2ccccc2)N1c1ccccc1 (stereo not drawn)
    -8 | -7 | -2 | 23 | -6 | 0.2 | 2 | -31 | -9
20. CCN(CC(=O)Nc1c(F)cccc1F)C(=O)c1cc(S(=O)(=O)N(CC)CC)ccc1N1CCCCC1
    -3 | -1 | -14 | -13 | -7 | 0.2 | 3 | -35 | 4
21. CCc1ccc(NC(=O)C(C)OC(=O)c2ccc(N3CCCC3)c([N+](=O)[O-])c2)cc1 (stereo not drawn)
    -5 | -10 | -10 | 23 | -3 | 0.2 | -2 | -7 | -3
22. O=C1C2CCCCN2C(=O)N1CCCN1CCN(c2cccc(C(F)(F)F)c2)CC1 (stereo not drawn)
    nt | -5 | -14 | -5 | -11 | 0.9 | 0 | nt | 4
23. CCOC(=O)N1CCN(C(=O)CN(c2ccc(C)cc2)S(=O)(=O)c2c(C)noc2C)CC1
    -3 | -3 | -6 | 23 | -15 | 0.0 | 7 | -24 | -7
24. Cc1ccc(C)c(S(=O)(=O)N2CCN(C(=O)CCNS(=O)(=O)c3ccccc3)CC2)c1
    -4 | -3 | 2 | 19 | 4 | 8.0 | 2 | -9 | -9
25. O=C(O)/C=C\C(=O)Nc1ccc(OC(F)F)cc1
    -8 | -3 | -8 | -6 | -6 | 3.6 | 6 | 8 | 4
26. Cc1cc2cc(CCNC(=O)c3ccc(Br)o3)c(=O)[nH]c2cc1C
    0 | -1 | 17 | 13 | -30 | 2.0 | 9 | -18 | -13
27. Cc1csc(SCC(=O)N(C)c2c(N)n(Cc3ccccc3)c(=O)[nH]c2=O)n1
    0 | 2 | -3 | -12 | 8 | 0.0 | 0 | -4 | 6
28. COc1cccc(C(=O)NNC(=O)c2ccc(NS(=O)(=O)c3cccs3)cc2)c1OC
    -11 | -4 | -11 | 2 | -14 | 0.5 | 0 | -5 | -10
29. OC1COC(O)C(O)C1O (stereo not drawn)
    -5 | 0 | -16 | -10 | -9 | -0.3 | 0 | 6 | 12
30. O=C(COc1ccccc1[N+](=O)[O-])N/N=C/c1ccc(O)c([N+](=O)[O-])c1
    -14 | -4 | 11 | 9 | -9 | 0.9 | 3 | 24 | -3
31. O=C1CC/C=C\C[C@@H](CC(=O)N(CCO)Cc2ccccc2)C(=O)N[C@H](Cc2ccccc2)CO1
    -8 | -3 | -14 | 20 | -5 | -0.2 | 5 | -8 | -9
32. COc1ccc(CSc2nc3nc(C)cc(C)n3n2)cc1F
    -2 | -1 | -1 | 13 | -15 | 2.6 | 0 | -8 | -10
33. O=C(CCNS(=O)(=O)c1ccc(OC(F)(F)F)cc1)NC1CC1
    -5 | 0 | -16 | 9 | -6 | 0.2 | 1 | -8 | -6
34. C/C=C/c1cccc(-c2nc(C(=O)NC3CCC3)cc3c2[C@@H](CCO)N(S(=O)C(C)(C)C)C3)c1 (stereo partly drawn)
    nt | -5 | -4 | 8 | -2 | 1.5 | 1 | nt | 7
35. O=C(CSc1ccc(F)cc1)Nc1nnc(-c2ccco2)o1
    -1 | -1 | 5 | 22 | -9 | 0.4 | 0 | -17 | -11
36. NC(=O)CC(NC(=O)Cc1cccc2ccccc12)c1ccc(NC2CCCC2)c([N+](=O)[O-])c1 (stereo not drawn)
    nt | -4 | -11 | 12 | 0 | 0.5 | 2 | nt | -10
37. Cc1cc(Cl)cc(C)c1OCCn1ccnc1
    -10 | -8 | -5 | 7 | 3 | 2.4 | 5 | -14 | 1
38. COC(=O)c1cc(-c2c(C)oc3cc(O)ccc3c2=O)c(C)o1
    1 | 0 | 6 | 10 | -27 | 1.0 | 0 | -5 | -4
39. CC1CCC(NC(=O)COc2ccccc2C(N)=O)CC1 (stereo not drawn)
    -12 | -3 | 18 | 8 | 2 | 2.5 | 6 | -13 | -6
40. O=C(CNC(=S)N(CCCN1CCOCC1)Cc1cccs1)N1CCCCCC1
    -23 | -6 | -19 | -6 | -8 | 2.5 | 0 | -21 | -5
41. O=C(O)COc1ccccc1/C=N/NC(=O)CSc1nc2ccccc2n1Cc1ccccc1
    8 | -5 | -26 | 11 | -9 | -0.3 | 4 | -4 | -7
42. NC(=O)c1cc2ccccc2o/c1=N\NC(=O)c1ccccc1O
    -16 | -4 | -15 | -7 | -1 | 0.6 | 2 | 1 | -10
43. Cc1cccc(-c2cccc(NC(=O)C3CCCN(C(=O)c4ocnc4C)C3)c2)c1 (stereo not drawn)
    -6 | -3 | -4 | 6 | -8 | 2.6 | 4 | -13 | -5
44. Cc1ccc(C(=O)c2ccccc2C(=O)OCC(=O)NCC2CCCO2)cc1 (stereo not drawn)
    5 | -5 | -2 | 2 | -7 | 0.0 | 0 | -20 | 1
45. CCOC(=O)c1cnn(-c2cccc(Cl)c2)c1N
    -6 | -7 | -10 | 3 | -10 | 0.3 | 4 | -4 | 4

Ordered by the number under TAAR1 antag (lowest first): some entries from above
cpd | Compound | TAAR1 antag
16 | O=C(CC1C(=O)NCCN1Cc1cccc(F)c1)NCCCOc1cccnc1 (stereo not drawn) | -19
22 | O=C1C2CCCCN2C(=O)N1CCCN1CCN(c2cccc(C(F)(F)F)c2)CC1 (stereo not drawn) | -14
27 | Cc1csc(SCC(=O)N(C)c2c(N)n(Cc3ccccc3)c(=O)[nH]c2=O)n1 | -3

Other structures follow.
Values run as follows: OXTR potentiate | CHRM1 agonist | TAAR1 antag | M1 PAM parental | CHRM1 antagonist | CHO-K1 Ca ag | TAAR1 agonist | CHO parental Ca | CHO-K1 Ca antag
46. COc1ccc(OC)c(NC(=O)CCN2C(=O)c3cccc([N+](=O)[O-])c3C2=O)c1
    -3 | -5 | -9 | 24 | -12 | 8.2 | 2 | 4 | -14
47. C[C@@H]1CN([C@@H](C)CO)C(=O)c2cc(NC(=O)Nc3cccc4ccccc34)ccc2O[C@@H](C)CCCCO[C@H]1CN(C)C(=O)c1ccccc1
    nt | -2 | -13 | 6 | -8 | 0.0 | 0 | nt | -7
48. CCOc1cccc(Nc2ccc([N+](=O)[O-])cn2)c1
    0 | -4 | 31 | -9 | -9 | 1.5 | -3 | -4 | 3
49. CC(=O)NCCC1CCCCN1C(=O)c1cc(COc2cc(C)ccc2C)on1 (stereo not drawn)
    -16 | -3 | -3 | 13 | -9 | 1.5 | 0 | 13 | -9
50. CCOC(=O)C1C(C(=O)OCC)C1(c1ccccc1)c1ccccc1 (stereo not drawn)
    -6 | -14 | -4 | 13 | -6 | 0.5 | 5 | -18 | -3
51. CCCNC(=S)N1CCC(NC(=O)c2cccc(C)c2)CC1
    -6 | -2 | 1 | 2 | -17 | -0.1 | 3 | 2 | 5
52. COc1ccc2c(c1)CCC1(C)CC(=O)C(Br)=C21 (stereo not drawn)
    nt | -5 | -22 | 8 | -17 | -0.2 | 7 | nt | -11
53. CCCc1[nH]nc2c1C(C1CCCCC1)C(C#N)=C(N)O2 (stereo not drawn)
    -4 | -7 | -31 | 3 | -6 | 0.4 | 5 | -21 | -4
